From PubChem
HTT cytoprotect = qHTS Multiplex Assay to Identify Dual Action Probes in a Cell Model of Huntington: Cytoprotection (ATP); PC12 HTT-Q103 induced, cytoprotection, ATP luminescence, 40 h; Potency, µM (series often up to 56.4 µM), without a hit: cytoprotection (ATP increase), usual class: activators; actives 0.14% (n = 230,000); AID 1471, 2008;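 further: potency means the concentration at half of the fitted maximal effect; % of control where 0% means no effect; nearly all actives have a fitted effect of over 45% in size; toxic huntingtin expression switched on by the ecdysone agonist tebufenozide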
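PC12 cells with ecdysone-inducible HTT exon 1 Q103-GFP, induced with 100 nM tebufenozide and co-treated with library compounds in a dose series (1536-well, 1500 cells/well). Cytoprotection read as ATP content by ATPlite luminescence.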
LMNA splice mod = qHTS Assay for Modulators of Lamin A Splicing; AID 1487, 2009; HeLa LMNA splicing GFP/RFP minigene ratio, 48 h; actives 0.01% (n = 200,000); Potency, µM (doses to about 46.1 µM), without a hit: top-dose ratio change, negative = inhibition, actives largely listed as inhibitors; active means well fitted inhibition curve with a large enough effect in the signal ratio, with a control signal flat, not every such curve was filed as active; inconclusive means small, poorly fitted or top-dose-only effect, or effect the other way, or a change in a side signal; the % refers to the signal ratio; further: potency means the concentration at half of the fitted maximal effect; on the % scale 0 is the no-effect control and ±100 the full control effect
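S3 HeLa cells stably expressing lamin A-EGFP splicing minigene plus DsRed2, 600 cells/well, 48 h compound exposure at 37C. Laser-scanning cytometry; analysed as GFP (500-530 nm)/RFP (575-640 nm) total intensity ratio; 0.5% DMSO vehicle.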
CBFb-RUNX1 inh = qHTS Assay for Compounds Blocking the Interaction Between CBF-beta and RUNX1 for the Treatment of Acute Myeloid Leukemia | Runt-related transcription factor 1 (Homo sapiens) + Core-binding factor subunit beta … | 230,000 tested, under 10 active | AlphaScreen CBFb-His/RUNX1-biotin binding, biochemical | Potency, µM (doses to about 59.8 µM), without a hit: at the top dose activity, negative = inhibition, most hits filed as inhibitors; further: % of control where 0% means no effect
Target sequence (Q01196 whole entry, looked up): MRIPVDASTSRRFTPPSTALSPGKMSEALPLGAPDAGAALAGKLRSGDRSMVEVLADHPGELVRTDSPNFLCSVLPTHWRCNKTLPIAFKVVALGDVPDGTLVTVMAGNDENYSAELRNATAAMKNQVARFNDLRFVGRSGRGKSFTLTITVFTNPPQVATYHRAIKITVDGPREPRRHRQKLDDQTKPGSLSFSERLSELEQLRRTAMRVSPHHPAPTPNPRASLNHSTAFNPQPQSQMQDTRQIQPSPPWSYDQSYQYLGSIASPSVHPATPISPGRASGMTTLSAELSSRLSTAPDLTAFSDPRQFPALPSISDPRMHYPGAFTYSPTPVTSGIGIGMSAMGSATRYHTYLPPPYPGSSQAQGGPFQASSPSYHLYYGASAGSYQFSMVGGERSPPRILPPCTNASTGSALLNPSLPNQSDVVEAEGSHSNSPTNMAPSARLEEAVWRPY
Target sequence (Q13951 whole entry, looked up): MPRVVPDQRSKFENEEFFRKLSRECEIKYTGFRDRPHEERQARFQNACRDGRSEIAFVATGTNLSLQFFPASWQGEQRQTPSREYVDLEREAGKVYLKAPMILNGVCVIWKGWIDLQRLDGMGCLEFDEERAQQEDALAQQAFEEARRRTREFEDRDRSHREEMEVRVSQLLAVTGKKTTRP
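CBFb-His/RUNX1-biotin, 30 nM each, preincubated 20 min RT; compound 15 min RT; Ni + streptavidin beads 50 ng each, 90 min RT; AlphaScreen read.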
Luc counter = Counterscreen for Luciferase (Kinase-Glo TM) Inhibition | Potency, µM (series often up to 38.3 µM), inactives show at the highest dose activity change, negative = inhibition, hits mostly inhibitors | Luciferin 4-monooxygenase (Photuris pensylvanica), Q27757 | Kinase-Glo luciferase, ATP luminescence, 8 min | actives 0.28% (n = 200,000); further: potency means the concentration at half of the fitted maximal effect; on the % scale 0 is the no-effect control and ±100 the full control effect; nearly all actives have a fitted effect of over 60% in size
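Inhibition of Kinase-Glo luciferase light generation was assessed at 10 uM ATP in pH 7.2 imidazole buffer, with luminescence measured after eight minutes at ambient temperature.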
IMPase Li cell = qHTS Assay for Identifying the Cell-Membrane Permeable IMPase Inhibitors: Potentiation with Lithium; Potency, µM (highest dose often 59.4 µM), inactives show at the highest dose activity, negative = IMPase inhibition, hits mostly inhibitors; actives 0.35% (n = 210,000); CHO-M1 cells, IP1 TR-FRET (IP-One), carbachol + lithium; AID 1457, 2008;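 further: IP1 builds up when IMPase is blocked and the TR-FRET signal falls; potency means the concentration at half of the fitted maximal effect; plate controls were basal vehicle for no effect and high inhibitor control for full effect; nearly all actives have a fitted effect of over 50% in size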
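IP1 accumulation measured by competitive TR-FRET in lysed CHO-M1 cells after 30 min compound exposure at 37C, with a small lithium addition to potentiate weak responses. Hill-equation AC50 from ratio and donor-channel data.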
SMN2 splice enh = qHTS Assay for Enhancers of SMN2 Splice Variant Expression. HEK293 SMN2-luciferase splicing reporter, luminescence, 30-36 h. Potency, µM (series often up to 46.1 µM), without a hit: at the highest dose activity change, positive = activation, hits mostly activators. actives 2.8% (n = 210,000). AID 1458, 2008; further: potency means the concentration at half of the fitted maximal effect; % of control where 0% means no effect; nearly all actives have a fitted effect of over 55% in size
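HEK293 cells carry an SMN2 […]–luciferase reporter in which exon 7 inclusion puts luciferase in frame. Cells were plated 10-12 h before compound addition, then incubated 30-36 h at 37C. ONE-Glo luminescence was read; sodium butyrate at 4.5 mM final served as control.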
HttQ103 aggreg = qHTS Multiplex Assay to Identify Dual Action Probes in a Cell Model of Huntington: Aggregate Formation (GFP) | PC12 HttQ103-GFP aggregates, Acumen cytometry, 40 h | Potency, µM (series often up to 46.1 µM), inactives show at the highest dose activity change, negative = inhibition, most hits filed as inhibitors | actives 1.1% (n = 220,000) | AID 1688, 2009; further: potency means the concentration at half of the fitted maximal effect; on the % scale 0 is the no-effect control and ±100 the full control effect; nearly all actives have a fitted effect of over 60% in size
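Multiplexed with ATP-based cell death, this channel scores GFP aggregates in PC12 cells expressing inducible HTTex1-Q103-GFP. Induction used 100 nM tebufenozide; compounds were tested in concentration series.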
The depositor's hits bear a star; ? = inconclusive; nt = no result given; & = joins results of further samples; [ ] = remark or other dose. Unless noted, the call rests on the fitted dose curve; in most records, active means well fitted curve in the direction sought with a large enough effect; inconclusive means small, poorly fitted or top-dose-only effect, or another doubt; inactive means no such curve, though single readings can be large; an effect the other way counts as inactive or inconclusive.

Values run as follows: HTT cytoprotect, LMNA splice mod, CBFb-RUNX1 inh, Luc counter, IMPase Li cell, SMN2 splice enh, HttQ103 aggreg
1. COc1cc(CCCN2C(N)=NC[C@@H]2Cc2ccc(O)cc2)cc(OC)c1OC
→ 22%[10 µM], nt, 8%, nt, nt, nt, -4%[9.22 µM]
2. O=C(CCCN1C(=O)/C(=C/c2ccccc2Cl)SC1=S)Nc1ccccn1
→ 6%[10 µM], ?, -4%, -10%, 5%, nt, -12%
3. COc1ccc(Nc2nnc(-c3ccccc3)c3ccccc23)cc1C(=O)N1CCCCC1
→ 14%[10 µM], 1%, 4%, -2%, -8%, -15%, ?
4. COc1ccc(NC(=O)C/C(C)=N/NC(=O)c2ccncc2)c([N+](=O)[O-])c1
→ -72%[inhibitor], nt, -3%, 2%, 18%, -1%, -15%
5. Cc1cccc(C)c1NC(=O)NN1C(C)CCCC1C (stereo not given)
→ 9%, nt, -5%, -2%, 2%, -39%[inhibitor], -17%
6. COCCn1c(SCC(=O)Nc2sccc2C(N)=O)nnc1-c1ccncc1
→ -19%, 7%[46 µM], 2%, 10%, 6%, -5%, -16%
7. CC(=O)NC(NC(=S)Nc1ccc(S(N)(=O)=O)cc1)C(Cl)(Cl)Cl (stereo not given)
→ 16%[10 µM], nt, 1%, nt, nt, nt, 11%[9.22 µM]
8. CN(CC(=O)Nc1ccc(Cl)cc1)S(=O)(=O)c1cccc2cccnc12
→ -6%, -21%, 0%, 0%, 15%[38.3 µM], -11%, 20%
9. O=C(O)c1ccc2c(c1)-c1nc3ccccc3n1C2=O
→ 25%[10 µM], 4%, 5%, -16%, 6%[38.3 µM], -4%, -3%
10. Cc1cc(C)cc(N(CC(=O)NCC2CCCO2)C(=O)CCC(=O)Nc2cc(C)on2)c1 (stereo not given)
→ -26%, -3%, -1%, 2%, -7%[38.3 µM], -11%, -11%
11. COc1ccc2c(c1OC)C(=O)OC2Nc1nc(-c2cc3ccccc3oc2=O)cs1 (stereo not given)
→ 7%[10 µM], ?, -6%, ?, -3%, 2.2µM*, -2%
12. COc1ccc(N=C2SC(C(=O)O)CC(=O)N2Cc2ccc(OC)c(OC)c2)cc1 (stereo not given)
→ -6%, 8%, 5%, 0%, 22%[38.3 µM], ?, -25%
13. CCOc1ccc(C(=O)NC(=S)N2CCN(c3ccc(C(F)(F)F)cc3[N+](=O)[O-])CC2)cc1
→ ?, -8%, 4%, -2%, -6%, -2%, -15%
14. CC(=O)c1ccc(NC(=O)c2ccc(NC(=O)CCS(=O)(=O)c3cccs3)cc2)cc1
→ -16%, -16%[46 µM], 4%, 1%, 24%, 17%&1%, -4%[9.22 µM]
15. CSc1ccc(/C=C/C(=O)OCC(=O)NC(C)C)cc1
→ -53%[inhibitor][10 µM], nt, 9%, 0%, -20%, 20%, -11%
16. CSc1cccc(NC(=O)COc2ccccc2C)c1
→ nt, ?, 12%, -1%, 9%, 16%, -5%
17. CC1CCc2sc(C(=O)NCc3ccc(F)cc3)cc2C1 (stereo not given)
→ -14%, ?, 18%, -2%, 42%[activator][38.3 µM], -8%, -33%
18. COc1ccc(C(C(=O)NC(C)(C)C)N(CC2CCCO2)C(=O)CCC(=O)Nc2cc(C)on2)cc1 (stereo not given)
→ 13%, 17%, 2%, -2%, 28%[38.3 µM], -11%, -4%
19. CCCCP(=O)(CCCC)c1ccccc1C(=O)O
→ -7%[10 µM], 1%, 13%, 1%, -13%[38.3 µM], 0%, 11%
20. CCN1CCN(CCCN(Cc2ccco2)C(=S)Nc2ccc(Cl)cc2)CC1
→ -27%, ?, -13%, 1%, 6%, -11%, -9%
21. O=C(O)CC(C(=O)NCc1ccccc1)C1CCCO1 (stereo not given)
→ 1%, ?, 1%, 1%, -1%[38.3 µM], -9%, -1%
22. O=C(NNc1ccc(F)cc1F)C1CCC1
→ 6%[10 µM], nt, 7%, nt, nt, nt, -12%[9.22 µM]
23. COc1ccccc1Nc1nc(-c2sc(NC(=O)CC(C)C)nc2C)cs1
→ -49%[inhibitor], -12%, -1%, -3%, 17%[38.3 µM], -25%, 26%
24. CCc1nnc(NS(=O)(=O)c2ccc(N/C=C(\C=O)c3nc4cc(Cl)ccc4o3)cc2)s1
→ 19%[10 µM], -28%[46 µM], -25%, 8%, 3%, -1%, -23%[9.22 µM]
25. Cc1cc(NC(=O)c2cc([N+](=O)[O-])cc([N+](=O)[O-])c2C)no1
→ nt, nt, 1%, -2%, -1%, -5%, nt
26. CCC(c1nnnn1CC1CCCO1)N(CCCO)Cc1cc2cccc(C)c2[nH]c1=O (stereo not given)
→ -1%, -6%, 5%, 2%, 21%[38.3 µM], 2%, -10%[9.22 µM]
27. O=C1N/C(=C\c2ccc(N3CCOCC3)c(F)c2)C(=O)N1Cc1ccccc1
→ -47%[inhibitor], 4%, 1%, -2%, ?, -2%, -1%
28. COc1ccc(S(=O)(=O)CCC(=O)O)cc1
→ -28%, 14%, 0%, -2%, 13%[38.3 µM], 17%, 2.2µM*
29. Cc1cccc(N=Nc2c(C)[nH]n(-c3ccccc3)c2=O)c1
→ nt, nt, 0%, -1%, 10%, ?, nt
30. CCCN1CCN(c2ncnc3c2nnn3Cc2ccccc2)CC1
→ 4%, -15%, 3%, -4%, 55%[activator][38.3 µM], -18%, -2%
31. O=C(COc1ccc([N+](=O)[O-])cc1)Nc1ccc(CN2CCOCC2)cc1
→ 17%, nt, -1%, 3%, 11%, -6%, -2%
32. O=C(OCC#CCSc1nnc(-c2ccccc2)o1)c1cc2ccccc2o1
→ -3%, -1%, 1%, -2%, 30%[38.3 µM], -15%, 8%
33. NS(=O)(=O)c1ccc(NC(=O)CSc2ccccc2)cc1
→ -12%, nt, -4%, 2%, 7%, 3%, -3%
34. Cc1cc(NC(=O)c2ccc3c(c2)C(=O)N(C2CCCCC2)C3=O)no1
→ -11%, -9%, -2%, 2%, -9%, -25%, -9%
35. COc1ccc(N=Cc2oc3ccc4ccccc4c3c2O)cc1
→ -10%[10 µM], 1%[46 µM], 24%, -6%, 1%, 13µM*, -10%
36. Cc1ccccc1C(=O)Nc1nnc(SC(C)C)s1
→ -54%[inhibitor], nt, -10%, -6%, 8%, ?, -15%
37. COc1cccc(CNc2ccc(N3CCCCC3)cc2)c1OC
→ -1%, 7%, ?, -3%, 60%[activator][38.3 µM], -5%, ?
38. COc1cccc(C(=O)Nc2ccc(NC(=O)C3CC3)cn2)c1
→ -37%, 1%, -7%, ?, 1%[38.3 µM], 43%, 10%
39. CN(C)S(=O)(=O)Oc1cccc(C(=O)Nc2ccc(Cl)cc2)c1
→ -40%[inhibitor], -19%, 2%, -4%, 16%[38.3 µM], 4%, ?
40. COc1ccc(-n2c(=O)/c(=C\c3cccs3)s/c2=C(/C#N)C(=O)N2CCN(C)CC2)cc1
→ -13%, nt, -9%, -4%, -5%, ?, -5%
41. COc1ccc(N2CCn3c2nc2c3c(=O)n(CCc3ccccc3)c(=O)n2C)cc1
→ -2%, 4%, 2%, -4%, ?, -14%, -1%
42. O=S(=O)(c1ccccc1)n1c(C(O)c2ccccn2)cc2ccccc21 (stereo not given)
→ 18%[0.074 µM], 7%, 4%, 0%, 6%, 5%, -18%
43. O=C(C1=C[C@@H](C2CCCCC2)C[C@@H](OCCCCO)O1)N1CCOCC1
→ 13%[10 µM], nt, 4%, nt, 6%, nt, 7%[9.22 µM]
44. O=C(c1ccccc1)c1cc(-c2ccccc2)on1
→ -29%, -8%, 14%, 11µM*, 19%[38.3 µM], ?, 4%

13 entries from above, sorted by molecular weight, low to high.
Values run as follows: HTT cytoprotect, LMNA splice mod, CBFb-RUNX1 inh, Luc counter, IMPase Li cell, SMN2 splice enh, HttQ103 aggreg
44. O=C(c1ccccc1)c1cc(-c2ccccc2)on1
→ -29%, -8%, 14%, 11µM*, 19%[38.3 µM], ?, 4%
29. Cc1cccc(N=Nc2c(C)[nH]n(-c3ccccc3)c2=O)c1
→ nt, nt, 0%, -1%, 10%, ?, nt
35. COc1ccc(N=Cc2oc3ccc4ccccc4c3c2O)cc1
→ -10%[10 µM], 1%[46 µM], 24%, -6%, 1%, 13µM*, -10%
33. NS(=O)(=O)c1ccc(NC(=O)CSc2ccccc2)cc1
→ -12%, nt, -4%, 2%, 7%, 3%, -3%
37. COc1cccc(CNc2ccc(N3CCCCC3)cc2)c1OC
→ -1%, 7%, ?, -3%, 60%[activator][38.3 µM], -5%, ?
30. CCCN1CCN(c2ncnc3c2nnn3Cc2ccccc2)CC1
→ 4%, -15%, 3%, -4%, 55%[activator][38.3 µM], -18%, -2%
34. Cc1cc(NC(=O)c2ccc3c(c2)C(=O)N(C2CCCCC2)C3=O)no1
→ -11%, -9%, -2%, 2%, -9%, -25%, -9%
39. CN(C)S(=O)(=O)Oc1cccc(C(=O)Nc2ccc(Cl)cc2)c1
→ -40%[inhibitor], -19%, 2%, -4%, 16%[38.3 µM], 4%, ?
43. O=C(C1=C[C@@H](C2CCCCC2)C[C@@H](OCCCCO)O1)N1CCOCC1
→ 13%[10 µM], nt, 4%, nt, 6%, nt, 7%[9.22 µM]
31. O=C(COc1ccc([N+](=O)[O-])cc1)Nc1ccc(CN2CCOCC2)cc1
→ 17%, nt, -1%, 3%, 11%, -6%, -2%
32. O=C(OCC#CCSc1nnc(-c2ccccc2)o1)c1cc2ccccc2o1
→ -3%, -1%, 1%, -2%, 30%[38.3 µM], -15%, 8%
41. COc1ccc(N2CCn3c2nc2c3c(=O)n(CCc3ccccc3)c(=O)n2C)cc1
→ -2%, 4%, 2%, -4%, ?, -14%, -1%
40. COc1ccc(-n2c(=O)/c(=C\c3cccs3)s/c2=C(/C#N)C(=O)N2CCN(C)CC2)cc1
→ -13%, nt, -9%, -4%, -5%, ?, -5%
